Screening results deposited in PubChem by Johns Hopkins Ion Channel Center.
KCNQ2 block: KCNQ2 potassium channel inhibitors, primary screen, cell-based, CHO-K1, FluxOR thallium flux, B-score (AID 2156); Potassium voltage-gated channel subfamily KQT member 2 (Rattus norvegicus), O88943; 20 min; active compounds read low; B-score at 10 µM; hit rate 1.1% among 310,000;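 active = fluorescence ratio B-score at most minus 3 library SDs, with starting brightness B-score within 2 library SDs, cut at about -5.5 in these data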
Kir21 block: inhibitors of mouse Kir2.1 inward-rectifier potassium channel | hit rate 0.85% among 310,000 | AID 1672, 2009 | B-score at 10 µM | HEK293-Kir2.1, FluxOR thallium flux fluorescence; active compounds read low | Inward rectifier potassium channel 2 (Mus musculus), P35561;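 active = fluorescence ratio B-score at or below minus 3 SD of library scores, with starting-brightness B-score within 2 SD, cut at about -4.2 in these data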;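 note: channel flux triggered by added potassium and thallium sulfate stimulus; B-score of peak minus minimum fluorescence over baseline after thallium stimulus; more negative B-score means stronger Kir2.1 block with less thallium influx; some compounds called inactive have numbers as strong as hits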
Target sequence (P35561 whole entry, looked up): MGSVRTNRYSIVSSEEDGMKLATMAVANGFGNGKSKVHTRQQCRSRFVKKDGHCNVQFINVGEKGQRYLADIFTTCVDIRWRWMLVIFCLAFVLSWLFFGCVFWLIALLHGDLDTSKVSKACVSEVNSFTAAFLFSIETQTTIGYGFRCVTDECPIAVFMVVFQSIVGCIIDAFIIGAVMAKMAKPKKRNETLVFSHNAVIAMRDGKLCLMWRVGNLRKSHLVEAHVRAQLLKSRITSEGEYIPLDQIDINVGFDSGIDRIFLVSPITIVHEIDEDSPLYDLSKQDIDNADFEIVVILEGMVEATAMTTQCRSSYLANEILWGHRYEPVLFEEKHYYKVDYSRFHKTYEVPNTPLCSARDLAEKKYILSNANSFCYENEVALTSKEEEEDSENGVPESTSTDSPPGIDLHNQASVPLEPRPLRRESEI
An asterisk follows results filed as active; i = inactive.

Sequence of screens – KCNQ2 block, Kir21 block
- Cc1nnc(NN2CCOCC2)[nH]c1=O
  i, 0.01
- Cc1cccc(C)c1-n1c(C)cc(/C=C2\C(=O)NN(c3ccccc3)C2=O)c1C
  i, -0.06
- COC(=O)c1ccc(COc2ncnc3c(Cl)cc(Cl)cc23)o1
  i, 0.04
- Cc1ccc(N(CN2CCCC2=O)C(=O)c2ccccc2)cc1
  i, 0.07
- Clc1ccc(OCCCN2CCc3ccccc3C2)c(Br)c1
  i, -0.06
- Cc1ccc(C(C)C)c(OCc2nc(-c3nonc3N)no2)c1
  i, 2.55
- O=C(CCN(NC(=O)c1ccccc1)C1=NS(=O)(=O)c2ccccc21)NC1CCCCC1
  i, -1.39
- COc1cc2c(cc1OC)CN(C(=O)c1ccncc1)CC2
  i, -1.91
- Cc1cccc(C)c1NC(=O)CNC(=O)CNC(=O)c1ccc2c(c1)OCO2
  i, 0.09
- O=C/C(=C\Nc1ccc(C(=O)N2CCOCC2)cc1)c1nc2ccccc2o1
  i, -0.02
- COCCCNC(=S)NNC(=O)c1cc(-c2ccncc2)nc2ccccc12
  i, 2.4
- CC(=O)Nc1ccc(Nc2nc3ccccc3n3cnnc23)cc1
  i, 1.65
- Cc1ccccc1NS(=O)(=O)c1ccc2[nH]cc(C(=O)N(C)Cc3ccco3)c(=O)c2c1
  i, 0.02
- CC(C)(C)N(CC#CCC1(O)c2ccccc2-c2ccccc21)CCO
  i, 0.1
- Cc1ccc(S(=O)(=O)Nc2nc(N)n(-c3ccccc3)n2)cc1
  i, -0.1
- O=C(NCCCn1ccnc1)c1ccc2nccnc2c1
  i, -2.8
- Cc1ccc(C)c(-c2cc(C(=O)NNC(=S)NCC(C)C)c3ccccc3n2)c1
  i, 1.94
- CC(C)(C)c1ccc(C(=O)N2CCC(C(=O)c3ccccc3)CC2)cc1
  i, 0.32
- CCCCn1c(N)c(N(CC(C)C)C(=O)c2ccc(Br)o2)c(=O)[nH]c1=O
  i, 0.84
- Cc1cc(C)nc(SC(C)C(=O)O)n1 (stereo unspecified)
  i, 1.24
- O=C(CCS(=O)(=O)c1ccc(Br)s1)NC1CCCC1
  i, -0.67
- O=c1[nH]c(CN(CCO)CCO)nc2c1C1(CCCCC1)Cc1ccccc1-2
  i, 0
- Cc1ccc(S(=O)(=O)N2CCC(C(=O)OC(C)C(=O)NCc3ccc4c(c3)OCO4)CC2)cc1 (stereo unspecified)
  i, 1.46
- CC1CCN(c2ccc(/C=N/n3nnnc3N)cc2[N+](=O)[O-])CC1
  i, 1.21
- CCOc1ccc(-c2nc(-c3ccncc3)no2)cc1OCC
  i, -0.23
- CC1(C)Cc2ccccc2-c2nnnn21
  i, 0.3
- Cc1ccc(C2NC(C(=O)O)CS2)cc1 (stereo unspecified)
  i, 0.01
- CCC(=O)Nc1ccc(Cl)c(NC(=O)c2cccc(OC)c2)c1
  i, 0.42
- O=C(CSc1nnc(NC(=O)c2ccccc2F)s1)NC1CCCC1
  i, -1.53
- COc1cccc(/C=C/C(=O)OCCN2C(=O)c3ccccc3C2=O)c1
  i, -0.52
- O=c1c2ccccc2nc(SCc2ccc([N+](=O)[O-])cc2)n1CCCO
  i, 0.03
- O=C(NCc1ccccc1)c1cccnc1N1CCOCC1
  i, -0.46
- COCCNC(=O)CSc1nc2cc3c(cc2c(=O)n1CCCC(=O)NCCc1ccc(OC)c(OC)c1)OCO3
  i, -0.79
- CN(C(=O)CN1C(=O)S/C(=C\c2ccccc2Cl)C1=O)C1CCS(=O)(=O)C1 (stereo unspecified)
  i, 1.8
- O=C1c2ccccc2NC(c2ccccc2F)N1NS(=O)(=O)c1ccccc1 (stereo unspecified)
  i, 0.08
- Cc1ccc(CSc2ccc(-c3ccco3)nn2)cc1
  i, 0.17
- O=C(O)CNS(=O)(=O)c1ccc2[nH]c(=O)c(=O)[nH]c2c1
  i, -2.44
- COc1ccc(Cl)cc1NC(=O)C(C)N(C)Cc1cccc(Cl)c1Cl (stereo unspecified)
  -7.27*, -0.87
- CCc1ccc2nc(N(CCN(C)C)C(=O)/C=C/c3cccs3)sc2c1
  i, 1.28
- COc1cc(C(=O)OC2CCOC2=O)cc(Cl)c1OC (stereo unspecified)
  i, 0.8
- Cc1nc(Cl)c(Cl)n1CCOc1ccccc1
  i, -0.26
- O=C1[C@H]2[C@@H](c3ccc(F)cc3)N3C(=O)N(c4ccc(C(F)(F)F)cc4)C(=O)[C@@]3(Cc3ccccc3)[C@H]2C(=O)N1C1CCCCC1
  i, -0.87
- Cc1ccc(/C=N/NC(=O)C2(C)CC2(Br)Br)cc1 (stereo unspecified)
  i, 2.34
- NC(=O)NC(=O)COC(=O)CC12CC3CC(CC(C3)C1)C2
  i, 0.09
- Cc1cccc(C)c1OCC(=O)NCc1nnc(SCC(=O)NC2CCCCC2C)n1C (stereo unspecified)
  i, 0.59
- O=C(Nc1ccccc1N1CCN(c2ccc(F)cc2)CC1)c1ccccc1
  i, -1.54
- COc1cccc2c1cc1c(=O)n(CC(=O)NCc3ccccn3)nc(C)n12
  i, -1.89
- COc1ccc(OCC(=O)Nc2ccc(N3CCN(C(=O)c4ccco4)CC3)cc2)cc1
  i, -0.52
- CCc1nc(C)cn1S(=O)(=O)c1cc(Br)ccc1OC
  i, -8.91*
- O=C(NC1CCS(=O)(=O)C1)c1cc(-c2ccccc2)nc2ccccc12 (stereo unspecified)
  i, 0.35
- CCCc1cc(C(=O)Nc2cc(Cl)ccc2O)no1
  i, -0.87
- CCCC[n+]1c(C)sc2cc(OC)ccc21
  i, -0.09
- COc1ccnc(Oc2ccc(F)cc2)c1-c1ncn[nH]1
  i, 0.12
- COc1ccc(NC(=O)C2CCN(C(=O)[C@@H]3Cc4ccccc4CN3)CC2)cc1
  i, 0.16
- CCOc1ccc(S(=O)(=O)N(C)CC(=O)NCc2ccccn2)cc1Cl
  i, 1.98
- COc1ccc(CCNC(=O)C2CCN(S(=O)(=O)N3CCCCC3)CC2)cc1OC
  i, 0.83
- Cc1cc(=O)n2c3ccccc3n(CC(O)CN3CCOCC3)c2c1C#N (stereo unspecified)
  i, 0.65
- CC(Oc1ccc2c(c1)oc(=O)c1ccccc12)C(=O)NC(Cc1c[nH]c2ccc(O)cc12)C(=O)O (stereo unspecified)
  i, -1.05
- Cc1ccn2c(NC3CCCC3)c(-c3cccs3)nc2c1
  i, -2.18
- CC(=O)O[C@H]1C(=O)[C@@]2(C)C([C@H](OC(=O)c3ccccc3)[C@]3(O)C[C@H](OC(=O)[C@H](O)[C@@H](NC(=O)c4ccccc4)c4ccccc4)C(C)=C1C3(C)C)[C@]1(OC(C)=O)CO[C@@H]1C[C@H]2O (stereo partly specified)
  i, 0.07

Continued.
Sequence of screens – KCNQ2 block, Kir21 block
- CCN(CC(=O)Nc1ccccc1C(F)(F)F)C(=O)CCOc1ccccc1C
  i, -0.06
- CC1(C)Cc2nc3n[nH]c(N)c3cc2CO1
  i, -0.08
- CCc1cc(=O)oc2cc(C)cc(OCC(=O)N3CCC(C(=O)NC(C)C)(c4ccccc4)CC3)c12
  i, 0.08
- O=C(O)c1ccccc1NC(=O)c1ccccc1Nc1ccccc1
  i, 1.63
- O=C(Cn1c(=O)c2cccn2c2ccc(F)cc21)NCCCN1CCN(c2ccccc2F)CC1
  i, 1.23
- COc1ccc(CCC(C)Nc2ccc(F)c(F)c2)cc1 (stereo unspecified)
  i, -0.51
- O=C(CSc1nnnn1-c1ccc(O)cc1)NC1CCCCC1
  i, 1.99
- C=CCn1c(NCc2ccc(OC)cc2O)nc2ccccc21
  i, 0.27
- COc1ccc(NC(=O)C(=O)NNC(=O)COc2ccc(OC)cc2)cc1
  i, 0.74
- CC(=O)Cc1cc2cc([N+](=O)[O-])ccc2oc1=O
  i, -0.29
- N=C(N)SCCc1cccc(CCSC(=N)N)c1
  i, 0.13
- COc1ccccc1N1CCN(S(=O)(=O)CCNC(=O)CC2CCCCC2)CC1
  i, 0.56
- CCOC(=O)Cn1c(=O)oc2cc(S(=O)(=O)NC(C)c3ccccc3)ccc21 (stereo unspecified)
  i, 0.71
- CCN(CC)CCN1C(=O)C(=O)/C(=C(/O)c2ccc(S(=O)(=O)N3CCOCC3)cc2)C1c1ccccc1 (stereo unspecified)
  i, -0.35
- Cc1cccnc1NC(=S)NCc1ccco1
  i, 0.52
- CCOc1ccccc1C(=O)N(C)Cc1cc2ccccc2[nH]c1=O
  i, 0.75
- O=C(Cc1c(F)cccc1Cl)Nc1cc(S(=O)(=O)N2CCCCC2)ccc1N1CCOCC1
  i, -1.55
- CC(OC(=O)CC1CCCC1)C(=O)Nc1ccc(S(N)(=O)=O)cc1 (stereo unspecified)
  i, 0.43
- CCc1ccccc1NC(=S)N(CCN(C)C)Cc1cccs1
  i, -0.7
- O=C(OCCCOC(=O)c1ccc(O)cc1)c1ccc(O)cc1
  i, -4.94*
- O=S(=O)(N[C@@H]1C[C@H]2CC[C@@H]1C2)c1cccs1
  i, 0.39
- O=C(Cn1nc(-c2ccc(Cl)cc2)ccc1=O)N1CCN(c2ccccc2)CC1
  i, -1.24
- O=C(N1CCCCC1)C1(c2ccccc2)CCOCC1
  i, 0.12
- CN(C)CCNC(=O)C(c1ccccc1)c1ccccc1
  i, -0.06
- Cc1ccc(C(=O)NNC(=O)CSc2nnc(-c3ccccc3)n2Cc2ccccc2)cc1
  i, 1.06
- O=[N+]([O-])c1ccc(CSc2nnc(SCc3ccccc3)s2)cc1
  i, 0.02
- CCOC(=O)C1=C(C)NC(=S)NC1c1cc(C)sc1C (stereo unspecified)
  i, -1.44
- COc1ccc2sc(N(CCCN(C)C)C(=O)c3ccc(S(=O)(=O)N(C)C4CCCCC4)cc3)nc2c1
  i, -0.65
- N#Cc1c(Nc2ccccc2)c(C=NCCN2CCOCC2)c[nH]c1=O
  i, -0.54
- CCN(CC)CCN(C(=O)c1ccc(S(=O)(=O)N(CC)c2ccccc2)cc1)c1nc2c(OC)ccc(OC)c2s1
  i, -2.01

(listing goes on)
Compound	KCNQ2 block	Kir21 block
Cc1cc(=O)c2c(o1)CC(C)(C)CC2=O	i	-0.28
O=C(CCc1ccccc1)N1CCN(Cc2ccc(F)cc2Cl)CC1	i	-2.92
COc1ccc(NC(=O)CS(=O)(=O)Cc2nc(-c3ccc(C)cc3)oc2C)cc1	i	0.27
Nc1nnnn1/N=C/c1cccc(Br)c1	i	0.61
Cc1cc(C)cc(N(CCC#N)C(=O)CSc2nc3nc(C)cc(C)n3n2)c1	i	0.21
C/C(N)=C(/C#N)C(=O)COC(=O)c1cccc2ccccc12	i	1.04
CCOC(=O)N1CCN(C(=O)CSc2nnc(-c3cccc(Cl)c3)o2)CC1	i	1.17
COC(=O)c1c(C#N)c(N)nc2c1CCC2	i	0.05
Cc1ccc2c(CC(=O)Nc3c(C)n(C)n(-c4ccccc4)c3=O)coc2c1	i	-1.22
O=C(CSc1nnc(NC(=O)c2ccccc2F)s1)NCc1ccco1	i	-1.89
Cc1ccc(OCC(=O)NCCNC(=O)c2cccnc2)cc1C	i	-1.02
O=C(CCS(=O)(=O)c1ccccc1)Nc1ncc([N+](=O)[O-])s1	i	-0.06
CN1CCN(CCCNC(=O)c2cn(C3CCCCC3)c(=O)c3c2c2ccccc2n3C)CC1	i	1.29
CCCCC(=O)Nc1cccc(NC(=O)c2cccc(Br)c2)c1	i	0.42
COc1ccc(NC(=O)C2CCN(S(=O)(=O)c3ccccc3)CC2)cc1	i	1.08
COc1ccc(C(=O)N2CCNC(=O)C2CC(=O)Nc2cc(Cl)ccc2OC)cc1 (stereo unspecified)	i	0.44
C/C(=N\NC(=O)CNc1cccc(C(F)(F)F)c1)c1ccc(Br)cc1	i	0.84
Cc1ccccc1-c1nc2c(s1)CCc1onc(-c3cccc([N+](=O)[O-])c3)c1-2	i	0.43
COc1ccc(C(CC(=O)N2CCOCC2)C(C)C)cc1 (stereo unspecified)	i	-1.64
CC(C)(C)NC(=O)NC(=O)COC(=O)c1cc(=O)[nH]c2ccccc12	i	0.81
O=C(NCCc1ccccc1)C(=O)c1c[nH]c2ccccc12	i	-0.8
COc1cc(S(=O)(=O)N(Cc2cccc(OC)c2OC)CC2CCCO2)ccc1-n1cnnn1 (stereo unspecified)	i	1.18
O=C(Nc1cc(S(=O)(=O)N2CCOCC2)ccc1O)c1ccco1	i	0.48
CCC(CO)NC1=CC(=O)CCC1 (stereo unspecified)	i	-0.24
CCC(C)(C)NC(=O)C(c1ccc(OC)cc1)N(Cc1ccccc1)C(=O)CCC(=O)Nc1cc(C)on1 (stereo unspecified)	i	-1.1
O=c1[nH]c(C2CCCN(S(=O)(=O)c3ccccc3)C2)nc2c1nnn2Cc1ccccc1F (stereo unspecified)	i	1.36
COc1ccccc1N(CC(=O)Nc1ccccc1C)S(C)(=O)=O	i	1.47
CCCSc1nc(O)c(C2OC(=O)c3c2ccc(OC)c3OC)c(=O)n1C (stereo unspecified)	i	0.57
CNC(=O)c1ccc(-c2ccc(OC)cc2)s1	i	0.32
